# Bioassay records deposited in PubChem by several laboratories.
# E-sel TNF inh: blocks E-selectin expression induced by TNF alpha; HUVEC TNFa-induced E-selectin immunofluorescence, high content; inhibition, % at 2 µM; actives 0.71% (n = 120,000);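 active = inhibition above the batch mean plus 3 SD, and confirmed as a hit on visual image review, cut at about 43% in these data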;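 note: 0% = TNF-stimulated DMSO wells and 100% = unstimulated control wells; not every result past the cut was called active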
# Yeast growth inh: reduces growth of yeast BB579 in restrictive medium. S. cerevisiae BB579 growth, OD615, 48 h. inhibition, % at 10 µM. actives 0.51% (n = 140,000);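 active = inhibition above a set limit, 3 SD over the mean compound inhibition, cut at about 44% in these data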; note: inactives centre near -24
#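 Detection: OD615 turbidity measurement; Material: Saccharomyces cerevisiae DeaD strain BB579, replicative lifespan model yeast; Timing: 48 h exposure, 30 °C; Doses: single 10 µM dose; Medium: CSMM-D restrictive synthetic medium containing dextrose (glucose); Controls: amphotericin B at 10 µg/mL as positive control.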
# Measles CPE: protection of cells from measles virus. actives 1.5% (n = 140,000). Measles virus-infected cells, CPE protection, absorbance. protection (pct of control), % at 4 µM; in the data active = protection mostly above about 24%, no sharp cut-off; inactive = mostly below about 26%; note: some compounds called inactive have numbers as strong as hits
# bCat KO growth: beta-catenin-lacking colon tumor cell growth suppression; HCT116 beta-catenin knockout viability, CellTiter-Glo, 60 h; hits give low values; viability, % at 10 µM; actives 1.5% (n = 140,000); AID 818;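 active = viability at or under a set limit, the compound median less 4 SD, cut at about 6% in these data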;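 note: 0% = Hyamine 1622 control at 20 µM and 100% = untreated cell control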
# GALR2 blocker: GALR2 (human) receptor antagonism. GALR2-expressing cells, antagonist mode. actives 0.39% (n = 140,000). inhibition, % at 4 µM; in the data active = inhibition above about 27%;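 note: cells stimulated with galanin 1-16 at roughly its EC80; 0% = agonist challenge control and 100% = basal control without agonist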
# Target sequence (O43603 whole entry, looked up): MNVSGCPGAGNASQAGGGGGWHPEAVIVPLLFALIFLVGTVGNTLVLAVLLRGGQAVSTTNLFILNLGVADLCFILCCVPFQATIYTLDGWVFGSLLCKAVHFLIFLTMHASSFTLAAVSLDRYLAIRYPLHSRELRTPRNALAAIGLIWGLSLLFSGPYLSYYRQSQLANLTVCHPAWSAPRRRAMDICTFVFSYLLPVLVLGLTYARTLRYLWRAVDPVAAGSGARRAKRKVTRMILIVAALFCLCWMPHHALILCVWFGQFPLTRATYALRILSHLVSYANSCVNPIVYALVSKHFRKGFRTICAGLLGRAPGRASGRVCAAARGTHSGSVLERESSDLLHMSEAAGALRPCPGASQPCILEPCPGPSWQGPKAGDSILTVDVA
# MRP1 act: MRP-1 activation; H69AR cells + doxorubicin, viability rescue, CellTiter-Glo; actives 0.61% (n = 140,000); viability increase, % at 10 µM;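 active = viability gain under doxorubicin at or above a set limit, the compound median plus 3 SD, cut at about 4.7% in these data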;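 note: MRP-1 overexpressing cells given doxorubicin 25 µM after compound pretreatment; 18-22 h compound pretreatment then 72 h with doxorubicin before readout; 0% = doxorubicin-only wells and 100% = vehicle-treated cells without doxorubicin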
# Phagocytosis inh: macrophage phagocytosis inhibition; J774A.1 macrophage IgG-bead phagocytosis, imaging; inhibition, % at 5 µM; actives 0.07% (n = 110,000); AID 1029;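 active = inhibition above the mean of the plate negative controls plus 5 SD, cut at about 13% in these data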;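 note: phagocytic index as fraction of beads internalized from green versus red external bead signal; plate controls were DMSO negative control for no effect and cytochalasin-D positive control for full effect; some results beyond the cut were filed as inactive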
# PTEN del growth: suppresses growth of cells with PTEN deletion; HCT116 PTEN-null viability, CellTiter-Glo, 60 h; hits give low values; viability, % at 10 µM; actives 1.2% (n = 140,000);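 active = viability at or below a set limit, 4 SD under the median of all tested compounds, cut at about 3.7% in these data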;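 note: PTEN knockout HCT116 line with beta catenin targeted HCT116 as companion control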
# NPY-Y2 antag: antagonists of human neuropeptide Y receptor Y2; AID 793; actives 0.99% (n = 140,000); P49146; inhibition, % at 2.7 µM; NPY-Y2 expressing cells, antagonist mode; in the data active = inhibition above about 17%;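 note: 0% = vehicle with agonist challenge and 100% = reference antagonist with challenge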
# Target sequence (P49146 whole entry, looked up): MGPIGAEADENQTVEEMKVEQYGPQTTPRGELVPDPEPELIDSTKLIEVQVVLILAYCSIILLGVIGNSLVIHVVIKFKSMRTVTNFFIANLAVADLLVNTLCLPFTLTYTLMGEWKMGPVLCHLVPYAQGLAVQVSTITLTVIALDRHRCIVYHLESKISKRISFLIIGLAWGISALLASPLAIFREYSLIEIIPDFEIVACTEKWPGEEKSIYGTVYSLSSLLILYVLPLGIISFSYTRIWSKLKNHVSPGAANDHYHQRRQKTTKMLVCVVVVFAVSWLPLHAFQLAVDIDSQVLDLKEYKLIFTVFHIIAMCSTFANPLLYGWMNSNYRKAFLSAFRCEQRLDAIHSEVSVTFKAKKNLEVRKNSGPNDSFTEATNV
# Yeast life ext: yeast lifespan extension | S. cerevisiae growth with nicotinamide, OD615; deaD strain in restrictive glucose medium | inhibition of the nicotinamide effect, % at 10 µM | actives 0.68% (n = 130,000) | AID 775;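 active = inhibition above a set limit, placed 3 SD over the median of all compounds, cut at about 26% in these data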;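 note: 0% = nicotinamide-treated wells and 100% = cells grown without nicotinamide; some compounds called inactive have numbers as strong as hits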
#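 Measured by: optical density (absorbance) at 615 nm; System: modified budding yeast, DeaD strain; Medium: restrictive CSMM-D dextrose medium; Timing: 4 h preincubation then 48 h treatment at 30 °C.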
# * marks the source's active call; other numbers are inactive results; / = not tested or not shown.
SMILES,E-sel TNF inh,Yeast growth inh,Measles CPE,bCat KO growth,GALR2 blocker,MRP1 act,Phagocytosis inh,PTEN del growth,NPY-Y2 antag,Yeast life ext
O=C(NCc1ccccc1)C1CCN(C(=O)NCc2ccccc2)CC1,-19,-9,5,106,12,0.5,-2,105,-1,-2
O=C(CC1CCCCC1)Nc1c2c(nn1-c1ccc(F)cc1)CS(=O)(=O)C2,/,-18,8,83,-5,-3.5,-1,84,22*,-1
CCc1ccc(C(=O)/C=C2\Sc3ccccc3NC2=O)cc1,/,-28,22,91,16,-0.9,-8,96,2,10
NC(=S)Nc1nc2ccccc2[nH]c1=O,5,-27,6,85,7,-1.1,0,88,0,-5
Cc1cc(C)c(C(=O)c2ccc(C(=O)NC(C)(C)C)cc2)c(C)c1,/,-31,10,86,-3,0.7,1,79,7,-8
O=c1ccn(-c2cccc(C(F)(F)F)c2)nc1-c1ccn(-c2ccccc2)n1,-3,-26,10,98,3,-4.4,-1,85,0,-2
CCC(=O)N1CCc2cc(S(=O)(=O)CCC(=O)NCCc3ccc(OC)c(OC)c3)ccc21,/,-35,10,92,-3,-0.7,-1,97,1,-5
CCOC(=O)C(C)Sc1nc2c(cnn2-c2ccc(C)cc2)c(=O)[nH]1 (configuration not stated),-2,-41,5,70,-7,-3.4,/,61,1,/
COc1ccc(CC(=O)N2CCC(Nc3nc4ccccc4n3Cc3ccc(F)cc3)CC2)cc1,5,-2,2,76,2,-7.4,/,70,6,/
O=C(O)/C(=C/c1cccnc1)NC(=O)c1ccccc1,/,-19,15,87,-2,-0.7,-15,96,1,3
CCOC(=O)c1cc(-c2ccc(N3CCOCC3)cc2)nn1-c1ccccc1,/,-13,21,81,2,-2.1,-3,73,1,-6
CS(=O)(=O)N1CCN(C(=O)c2csc3ccccc23)CC1,-20,-28,61*,91,-2,-3.5,0,91,-5,-14
CCCS(=O)(=O)N1CCN(C(=O)c2cccc(OC)c2)CC1,/,-25,5,87,-1,0.0,0,106,2,-12
Cc1ccc(NC(=O)CCN2CCc3ccccc3C2)cc1,-34,-24,3,82,-8,-3.6,0,84,6,-6
CC12CCCc3c(O)cc(=O)n(c31)-c1ccccc12 (configuration not stated),-14,-12,7,99,-2,3.9,0,98,4,6
C=CCc1c(C)nc(-c2ccccc2)nc1Nc1ccc(O)cc1,22,-39,3,84,14,-4.3,-11,78,-3,-3
COc1ccc(CCn2c(N)c(C#N)c3nc4ccccc4nc32)cc1OC,-3,-53,20,86,-7,-4.9,0,99,1,-11
CN1CCN(S(=O)(=O)c2cccc(C(=O)Nc3sc4c(c3C(N)=O)CCCC4)c2)CC1,-23,-57,8,90,6,-1.2,0,96,3,-8
CCCn1nnc(NC(=O)COc2ccccc2Cl)n1,-14,-33,6,102,5,0.1,-1,111,1,-14
CC(OC(=O)c1ccc(F)cc1)C(=O)Nc1nc(-c2cccc([N+](=O)[O-])c2)cs1 (configuration not stated),/,-13,0,87,-12,3.3,-3,96,4,2
O=C1NC(c2ccc(Br)cc2)=N/C1=C/c1ccco1,/,-1,8,36,-8,-5.3,-9,41,0,-4
CN(C)c1ccnc2sc3c(=O)n(-c4ccccc4)cnc3c12,-5,-25,2,97,6,-4.4,0,98,0,-8
O=C(NCc1ccco1)C12CC3CC(CC(C3)C1)C2,15,-36,26,90,4,-0.4,/,98,3,/
COC(=O)c1ccc(COc2ccccc2/C=C(\C#N)C(=O)Nc2ccc(C)cc2C)cc1,29,-22,6,79,-2,-1.7,/,74,0,-2
CC(=O)c1ccc(Oc2ccc(C(C)=O)cc2)cc1,24,-20,7,101,1,2.3,/,105,0,-24
Cc1ccc(NS(=O)(=O)c2ccc(C)c(C(=O)N3CCN(C)CC3)c2)cc1,/,3,10,105,-6,-0.5,-1,102,1,-10
Cc1ccccc1C1C(C#N)=C2NC(=O)c3c(sc4c3CCCCC4)N2C2=C1C(=O)CC(C)(C)C2 (configuration not stated),-19,-59,2,81,1,-2.8,/,75,-3,-16
CCOC(=O)CC(NS(=O)(=O)c1ccc(NC(C)=O)cc1)c1ccc(OCC)cc1 (configuration not stated),6,-34,22,100,1,-3.9,/,94,1,-5
O=C(NNC(=O)C1CCN(S(=O)(=O)c2ccc(Cl)cc2)CC1)c1ccc(Cl)cc1,46,-48,10,86,1,0.7,/,90,1,-8
CN(C)c1ccc(-c2nnn(CC(=O)Nc3ccccc3N3CCOCC3)n2)cc1,-16,-20,8,79,-10,-3.7,2,71,2,-6
Cc1cccc2sc(NC(=O)[C@@H]3CCCN3C(=O)c3cccs3)nc12,/,-27,7,82,-5,-3.0,-9,80,2,0
Cn1c(SCC(=O)N2CCOCC2)nc2sc3c(c2c1=O)CCCC3,18,1,38*,81,-11,-1.6,2,81,-1,-30
Cc1ccc(NC(=O)CN2C(=O)S/C(=C\C(=O)Nc3ccc(Cl)cc3)C2=O)cc1,42,-26,4,97,-9,-2.9,-2,91,0,1
O=C(CCC(=O)Nc1ccccc1)N/N=C/c1ccco1,10,13,10,99,-6,0.5,/,98,-1,-3
COc1cccc(NC(=O)CSc2c3c(nc4ccccc24)CCCC3)c1,/,-4,5,44,16,-3.2,-8,61,2,1
CCOc1ccc(C(=O)c2nc3c(n2O)CCCCC3)cc1,-27,-22,4,89,16,-1.1,/,98,2,/

# 4 of the compounds above, bar-delimited.
SMILES | E-sel TNF inh | Yeast growth inh | Measles CPE | bCat KO growth | GALR2 blocker | MRP1 act | Phagocytosis inh | PTEN del growth | NPY-Y2 antag | Yeast life ext
O=C(O)/C(=C/c1cccnc1)NC(=O)c1ccccc1 | / | -19 | 15 | 87 | -2 | -0.7 | -15 | 96 | 1 | 3
CCOC(=O)c1cc(-c2ccc(N3CCOCC3)cc2)nn1-c1ccccc1 | / | -13 | 21 | 81 | 2 | -2.1 | -3 | 73 | 1 | -6
CS(=O)(=O)N1CCN(C(=O)c2csc3ccccc23)CC1 | -20 | -28 | 61* | 91 | -2 | -3.5 | 0 | 91 | -5 | -14
CCCS(=O)(=O)N1CCN(C(=O)c2cccc(OC)c2)CC1 | / | -25 | 5 | 87 | -1 | 0.0 | 0 | 106 | 2 | -12

# Other compounds follow.
SMILES,E-sel TNF inh,Yeast growth inh,Measles CPE,bCat KO growth,GALR2 blocker,MRP1 act,Phagocytosis inh,PTEN del growth,NPY-Y2 antag,Yeast life ext
COc1cccc(-c2cc(C(=O)N3CCN(c4ncccn4)CC3)c3ccccc3n2)c1,-51,-32,13,32,12,-5.2,-2,27,2,2
Cc1nnc(SC(C)C(=O)Nc2ccc3c(c2)OCCO3)s1 (configuration not stated),10,-53,15,93,4,-1.0,0,92,4,-8
COc1cccc(N2C(=O)CC(N3CCC(c4nc5ccccc5[nH]4)CC3)C2=O)c1 (configuration not stated),12,12,33,86,10,-0.8,0,95,2,-16
CCCC(=O)Nc1ccc(Cl)c(NC(=O)c2ccc(Br)o2)c1,-1,-19,4,78,22,-1.1,-1,83,-1,-15
O=C(NCC(=O)N(c1cccnc1)C(C(=O)NC1CCCCC1)c1cccnc1)c1ccco1 (configuration not stated),-10,-31,3,97,4,0.0,0,99,2,-4
CCCCN(C)CCNC(=O)c1c[nH]c2ccc(S(=O)(=O)N(CC)CC)cc2c1=O,7,-6,19,90,12,-1.7,-3,106,0,-9
Cc1cc(NC(=O)CCC(=O)N(c2cccc(F)c2)C(C(=O)NC2CCCC2)c2ccncc2)no1 (configuration not stated),-29,-2,25,94,2,0.5,-1,109,2,3
Cc1ccc(NC(=O)C2(c3ccccc3)CCOCC2)c([N+](=O)[O-])c1,/,-12,3,86,0,-3.4,-3,98,3,5
Cc1cccc(-c2nnc3sc(-c4ccccc4)nn23)c1,-5,-56,25,94,-3,-0.1,1,107,1,-3
C=CCn1c(Cc2csc(N)n2)nnc1SCC(=O)OCC,1,-33,16,101,1,-0.1,-1,118,-1,-4
COc1ccc(CCN(C)C(=O)CSc2nccn2C)cc1OC,23,-62,6,99,-3,-0.9,1,111,2,-1
CC(C)C1C(C#N)=C(N)Oc2n[nH]c(-c3ccc4ccccc4c3)c21 (configuration not stated),-1,-20,27,25,-15,-1.9,-1,25,5,-9
Cc1oc(-c2cccs2)nc1CS(=O)CC(=O)NCCc1ccccc1 (configuration not stated),-1,-33,10,96,5,-0.2,/,93,2,-8
CC(Nc1cc(N2CCNCC2)ccc1[N+](=O)[O-])c1ccccc1 (configuration not stated),/,-60,15,49,13,-4.6,-1,33,6,-2
CC1CCN(C2=C(NS(=O)(=O)c3ccc(Cl)cc3)C(=O)c3ccccc3C2=O)CC1,/,-34,9,46,-10,-3.0,-1,39,-11,10
O=C(Nc1cccs1)NC1CCCC1,/,-12,1,95,3,-0.9,1,100,1,-5
COc1cccc(OC)c1C(=O)N1CCN(S(=O)(=O)c2ccc(C)cc2)CC1,17,-31,42*,90,-24,-2.9,-1,99,-3,-2
Cc1nn(-c2ccccc2)c(C)c1/C=C/C(=O)OC(C)C(=O)Nc1ncc(Cl)cc1Cl (configuration not stated),/,-30,11,83,2,-1.3,-2,84,5,3
CC(NC(=O)Cc1c(F)cccc1Cl)C1CCCO1 (configuration not stated),-3,-4,41,96,-6,-1.1,-2,89,3,-6
Cc1ccccc1NC(=O)Cn1cnc2c(oc3ccccc32)c1=O,11,-68,8,102,-17,0.2,/,99,0,6
FC(F)(F)c1cccc(NC(=S)NCC2COc3ccccc3O2)c1 (configuration not stated),-11,-38,19,80,7,-4.9,-2,89,9,1
COC(=O)c1ccccc1NC(=O)Cn1c(-c2nonc2N)nc2ccccc21,-16,-64,4,16,5,-2.0,-1,18,39*,8
CS(=O)(=O)NCC(c1ccco1)N1CCN(c2ccc(F)cc2)CC1 (configuration not stated),52,-8,63*,93,1,1.4,-3,95,2,8
C=CCSc1nnc(NC(=O)CSc2nc3ccccc3[nH]2)s1,-10,-25,21,77,-5,-2.4,-3,79,8,-16
COc1ccc(/C(C)=N/NC(=O)CCC(=O)Nc2ccc(Cl)cc2Cl)c(OC)c1,/,-12,8,91,2,1.1,0,99,5,0
O=C(/C=C/c1ccco1)NCCCN1CCN(CCCNC(=O)/C=C/c2ccco2)CC1,/,-25,36,78,8,-1.4,-3,94,0,1
CN1CCN(c2ccc([N+](=O)[O-])c(Sc3nc4ccccc4[nH]3)c2)CC1,-10,-29,5,37,-6,-4.4,-1,41,3,-9
CCCC1(c2ccccc2)NC(=O)N(CCN2C(=O)c3ccccc3C2=O)C1=O (configuration not stated),-20,5,4,92,-9,-2.3,-1,94,-1,-21
Cc1ccc(-c2nc(C#N)c(NCCc3ccccn3)o2)cc1,/,-34,2,94,5,-1.8,1,86,3,-26
c1ccc(CCc2nn3c(C4COc5ccccc5O4)nnc3s2)cc1 (configuration not stated),-2,-18,10,90,4,0.2,-1,84,7,-13
Brc1ccc(C2=CC(c3cccs3)n3ncnc3N2)cc1 (configuration not stated),100*,-24,16,44,19,-3.8,/,42,4,-10
Cn1c(SCC(=O)N2CCCc3ccccc32)nnc1-c1ccco1,/,-15,37,105,6,-1.6,-4,104,1,0
